KDM5B inh = Primary screen for KDM5B Histone Demethylases FDH-coupled qHTS | Lysine-specific demethylase 5B (Homo sapiens), Q9UGL1 | KDM5B demethylase, FDH-coupled NADH fluorescence (FDH is formaldehyde dehydrogenase) | Potency, µM (highest dose often 57.7 µM), for inactives: top-dose activity change, negative = inhibition, most hits filed as inhibitors | hit rate 2.6% among 220,000; active = well fitted inhibition curve with a large enough effect; inconclusive = small, poorly fitted or top-dose-only effect; inactive = no such curve, though single readings can be large or run the other way; also: 0% is about no effect; nearly all actives have a fitted effect of over 70% in size
Target sequence (Q9UGL1 whole entry, looked up): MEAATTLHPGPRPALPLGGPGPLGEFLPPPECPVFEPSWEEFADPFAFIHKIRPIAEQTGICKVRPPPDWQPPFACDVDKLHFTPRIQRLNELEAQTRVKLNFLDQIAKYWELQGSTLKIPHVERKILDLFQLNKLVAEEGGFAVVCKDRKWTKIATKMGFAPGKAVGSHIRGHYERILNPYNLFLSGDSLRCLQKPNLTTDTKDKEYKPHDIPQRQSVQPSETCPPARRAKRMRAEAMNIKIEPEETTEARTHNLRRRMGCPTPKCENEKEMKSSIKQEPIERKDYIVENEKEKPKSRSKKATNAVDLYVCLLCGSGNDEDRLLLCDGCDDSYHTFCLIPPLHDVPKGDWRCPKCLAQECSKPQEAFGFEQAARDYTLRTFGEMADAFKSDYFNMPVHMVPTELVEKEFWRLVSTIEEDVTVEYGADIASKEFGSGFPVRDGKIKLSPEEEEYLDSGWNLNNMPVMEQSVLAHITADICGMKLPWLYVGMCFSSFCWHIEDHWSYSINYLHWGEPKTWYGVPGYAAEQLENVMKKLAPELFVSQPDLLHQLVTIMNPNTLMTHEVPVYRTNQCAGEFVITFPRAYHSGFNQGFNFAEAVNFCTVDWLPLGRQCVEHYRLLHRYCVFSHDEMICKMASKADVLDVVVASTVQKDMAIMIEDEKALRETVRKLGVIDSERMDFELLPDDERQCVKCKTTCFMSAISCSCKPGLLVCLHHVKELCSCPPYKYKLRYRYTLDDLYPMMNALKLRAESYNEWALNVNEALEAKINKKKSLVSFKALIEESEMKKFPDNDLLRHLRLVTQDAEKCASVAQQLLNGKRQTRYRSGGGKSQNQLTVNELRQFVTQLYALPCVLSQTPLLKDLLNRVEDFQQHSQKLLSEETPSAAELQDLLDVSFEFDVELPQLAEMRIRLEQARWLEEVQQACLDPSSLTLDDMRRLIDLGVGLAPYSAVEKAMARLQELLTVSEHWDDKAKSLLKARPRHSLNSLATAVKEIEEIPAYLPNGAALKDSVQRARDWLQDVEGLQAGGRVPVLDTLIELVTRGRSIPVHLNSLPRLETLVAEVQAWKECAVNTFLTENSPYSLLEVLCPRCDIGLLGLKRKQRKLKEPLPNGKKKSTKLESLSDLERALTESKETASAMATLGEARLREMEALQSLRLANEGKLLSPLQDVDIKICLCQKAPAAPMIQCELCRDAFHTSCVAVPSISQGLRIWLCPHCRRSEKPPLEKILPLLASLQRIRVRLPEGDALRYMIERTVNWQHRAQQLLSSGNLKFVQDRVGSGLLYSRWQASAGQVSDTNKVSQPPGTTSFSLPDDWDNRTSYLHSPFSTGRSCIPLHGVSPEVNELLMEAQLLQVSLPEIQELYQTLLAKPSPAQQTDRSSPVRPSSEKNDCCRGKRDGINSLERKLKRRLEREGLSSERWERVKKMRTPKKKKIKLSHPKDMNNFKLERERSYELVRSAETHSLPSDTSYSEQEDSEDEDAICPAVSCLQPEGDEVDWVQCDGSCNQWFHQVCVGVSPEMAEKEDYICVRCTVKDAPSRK
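Inhibition is measured as reduced NADH fluorescence generation from FDH coupling to formaldehyde release. Truncated KDM5BΔAP at 200 nM final acts on H3K4me3 peptide (12.5 µM in substrate mix) in pH 7.5 HEPES buffer with Tween-20, 30 min, room temperature.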
* marks the source's active call; other numbers are inactive results; & = joins results of further samples; [ ] = remark or other dose. Potency is read from the fitted curve at half-maximal effect. Only part of the results is shown. The share of hits here may be higher or lower than overall.

`CCN1CCN(c2oc(-c3ccc(OC)c(OC)c3)nc2C#N)CC1` gave KDM5B inh inconclusive.
`CCn1c(SCc2ccc(Cl)cc2Cl)nc2c1c(=O)n(C)c(=O)n2C` gave KDM5B inh 9%.
Screening Cc1ccccc1C(=O)NC(NC(=O)c1ccccc1C)c1ccc(Cl)cc1 returned KDM5B inh 14%.
For CCONC(=O)C(C)Sc1cc(Cl)ccc1Cl (stereo not drawn) the results were KDM5B inh 13%.
Cc1nn(C)c(C)c1S(=O)(=O)N1CCCC(Cc2nncn2C(C)C)C1 (stereo not drawn) was read as KDM5B inh 4%.
Screening Cc1ccc(C)c(NC(=O)N2CCN(c3nnc(C)c4c(C)n(-c5ccccc5)nc34)CC2)c1 returned KDM5B inh inconclusive.
For CCOc1ccc(CCNC(=O)c2ccc3c(c2)N(Cc2ccc(C)cc2)CCS3)cc1 the results were KDM5B inh inconclusive.
Screening COc1ccc(C(=O)N(c2ccc(C)cc2)S(=O)(=O)c2ccc(C)cc2)cc1 returned KDM5B inh -23%.
For Cc1cc(C(=O)OCC(=O)NC(C)C)c2ccccc2n1 the results were KDM5B inh inconclusive.
`COc1ccc(S(=O)(=O)N(CCc2ccccc2)CC(=O)Nc2cc(C)cc(C)c2)cc1OC` gave KDM5B inh -17%.
`Cc1cc2cc(N)ccc2[nH]1` gave KDM5B inh inconclusive.
CNC(=S)NNC(=O)c1ccccc1Cl was read as KDM5B inh 3%.
O=C(c1ccco1)N1N=C(c2ccc(Br)cc2)CC1c1ccc2nccnc2c1 (stereo not drawn) was read as KDM5B inh -3%.
`CC(C)C(=O)Nc1ccc(C2(C(=O)N(C)C)CCC2)cc1` gave KDM5B inh 20%.
`O=C(CC1N=C2c3ccccc3N=C(SCC(=O)Nc3cccc(C(F)(F)F)c3)N2C1=O)NCc1cccs1` (stereo not drawn) gave KDM5B inh 11%.
CN(C)c1cccc(C(=O)Nc2ccc(Nc3ccccc3)cc2)c1 was read as KDM5B inh -5%.
For COc1ccc(Br)cc1CN1C(=O)c2ccccc2C1C(=O)NC1CCCCCC1 (stereo not drawn) the results were KDM5B inh -2%.
Screening Cc1cc(O)c2c(C)c(CC(=O)NCc3ccc(F)cc3)c(=O)oc2c1 returned KDM5B inh inconclusive.
Screening O=C(CN1CCSc2ccccc21)N1CCN(c2ccc(F)cc2)CC1 returned KDM5B inh -9%.
`CCN(CC)CCCNC(=O)CN1N=C(c2ccc(OC)cc2)CCC1=O` gave KDM5B inh 13%&-2%.
`CCCCOC(=O)c1ccc(Nc2ncnc3[nH]ncc23)cc1` gave KDM5B inh inconclusive.
Screening CCOC(=O)C1CCCN(C(=O)Cn2ncc3c4ccccc4n(Cc4ccccc4)c3c2=O)C1 (stereo not drawn) returned KDM5B inh inconclusive.
Screening CN(CC(=O)Nc1cccc(F)c1)C(=O)c1cccc(S(=O)(=O)N2CCN(c3ccccc3)CC2)c1 returned KDM5B inh -1%.
For CN1CCN(c2nc3c(c(=O)[nH]2)CCN(CC2CCCCC2)CC3)CC1 the results were KDM5B inh 11%.
For COc1cc(CNC(=O)c2cc(C3CC3)nc3onc(C)c23)cc(OC)c1OC the results were KDM5B inh 12%.
For CNS(=O)(=O)c1ccc(CN2CCCC3(C2)CN(C)C(=O)O3)cc1 (stereo not drawn) the results were KDM5B inh -14%.
O=C(CSc1nccn2nc(-c3cccc4ccccc34)cc12)NCCc1ccccc1 was read as KDM5B inh inconclusive.
`OC(CC#CCN1CCCCCC1)(c1ccccc1)c1ccccc1` gave KDM5B inh 15%.
For CN1CCN(NC(=O)c2ccc(Br)s2)CC1 the results were KDM5B inh 17%.
Screening COc1cc(/C=N/NC(=O)CSc2ccccn2)ccc1O returned KDM5B inh -11%.
Screening CC(Sc1ncnc2nc[nH]c12)C(=O)NCCc1c[nH]c2ccc(Cl)cc12 (stereo not drawn) returned KDM5B inh 4%.
For Cc1[nH]c(=O)nc(SCC(=O)Nc2ccc(F)cc2Cl)c1C#N the results were KDM5B inh -5%.
For COc1ccc(CCc2nc3nccc(-c4cccs4)n3n2)cc1 the results were KDM5B inh -22%.
COc1ccc2c(c1)OCC(C(=O)N(C)Cc1nccn1Cc1ccccc1)C2 (stereo not drawn) was read as KDM5B inh inconclusive.
Screening CN(C)C(=O)c1nc(-c2ccccc2)c2ccccn12 returned KDM5B inh inactive.
Screening Cc1ccc(C)c(C(=O)Nc2ccc3c(N4CCCC4)ncnc3c2)c1 returned KDM5B inh -12%.
For COc1ccc(-c2nc(Nc3cc(F)ccc3F)c3ccccc3n2)cc1 the results were KDM5B inh inconclusive.
Screening COC(=O)c1c(SC)nc2ccccc2c1OCc1ccc(Cl)cc1 returned KDM5B inh -13%.
`N[S+](=O)([O-])c1ccc2c(c1)OCCN(Cc1ccccc1Cl)C2` gave KDM5B inh -2%[86.2 µM].
For Cc1ccc(CN(C)C(=O)Cn2c(=O)n(C)c3ccccc32)cc1 the results were KDM5B inh -6%.
For Cc1ccccc1Cn1c2ccccc2c2cnn(CC(=O)N3CCC(C)CC3)c(=O)c21 the results were KDM5B inh -49%.
Screening NCCc1cccc(CN2CCC(Oc3cccc(F)c3)CC2)c1 returned KDM5B inh 5%.
Screening CC(C)NC(=O)C1CCCN(c2nc3ncccc3o2)C1 (stereo not drawn) returned KDM5B inh 20µM*.
`NC(=O)c1cc[nH]c1C1CCCN(S(=O)(=O)c2ccc3c(c2)CCC3)C1` (stereo not drawn) gave KDM5B inh -8%.
For COc1ccc(-c2nc3ccccc3c(C)c2CC(=O)O)cc1OC the results were KDM5B inh 5%.
Screening O=C(COc1ccc(F)cc1)N1CCC(c2nc(CCOCC3CC3)no2)C1 (stereo not drawn) returned KDM5B inh 15%.
For Nc1nc(NC(=O)/C=C/c2ccc(F)cc2)nn1-c1ccccc1 the results were KDM5B inh -6%.
Screening O=C(Nc1ccc(F)c(Cl)c1)N1CCC(Oc2ncccc2C(=O)N2CCOCC2)C1 (stereo not drawn) returned KDM5B inh -7%.
Screening CCOC(=O)c1nnn(CC(=O)NC(=O)Nc2ccccc2F)c1C(=O)OCC returned KDM5B inh inconclusive.
Screening CCCCNc1nc2c(S(=O)(=O)c3ccc(C)cc3)nnn2c2ccsc12 returned KDM5B inh -33%.
Screening Cc1cc(OCCN2CCOCC2)c(C)c2c1CC[C@@H]([C@H](C)C(=O)NCc1cccnc1)C2 returned KDM5B inh inconclusive.
`C[C@@]12C[C@@H]3C(=O)N(Cc4ccccc4)CC(=O)N3[C@@H]1N(S(=O)(=O)c1ccccc1)c1ccccc12` gave KDM5B inh -7%.
Screening CC(C)OCc1cccc(CNC(=O)C2CCCC2)c1 returned KDM5B inh 17%.
For COc1ccc(C(=O)NCC(c2ccc(N(C)C)cc2)N2CCCC2)c(OC)c1 (stereo not drawn) the results were KDM5B inh -28%.
Screening CSc1nnc2c(n1)OC(c1ccccc1F)N(C(C)=O)c1ccccc1-2 (stereo not drawn) returned KDM5B inh 3%.
For CCCN1CCC2(CCN(C(=O)c3ccc(Cl)cc3)CC2)Oc2ccccc21 the results were KDM5B inh -23%.
CC(C)C(NC(=O)c1n[nH]c(=O)c2ccccc12)c1ccc(F)cc1 (stereo not drawn) was read as KDM5B inh 10%.
`COCC1CCN(C(=O)c2ccc3oc(-c4ccc(C(F)(F)F)cc4)nc3c2)C1` (stereo not drawn) gave KDM5B inh -15%.
For O=C(NCCc1ccccc1)NC1CCc2nnc(C3CC3)n2CC1 (stereo not drawn) the results were KDM5B inh 2%.
CN1CC(=O)N(c2ccccc2)Cc2c(NCCc3ccc(Cl)cc3)ncnc21 was read as KDM5B inh 24%.

An excerpt taken from the entries so far, as a working copy:
For CN1CCN(c2nc3c(c(=O)[nH]2)CCN(CC2CCCCC2)CC3)CC1 the results were KDM5B inh 11%.
For COc1cc(CNC(=O)c2cc(C3CC3)nc3onc(C)c23)cc(OC)c1OC the results were KDM5B inh 12%.

(continued)
For Cn1c(=O)c2c(nc(NCCc3ccc(F)cc3)n2Cc2ccc(F)cc2)n(C)c1=O the results were KDM5B inh 4%.
CSc1nc(C=Nc2ccccc2Cl)c(O)n1Cc1cccc(Cl)c1 was read as KDM5B inh 14%.
For Cc1ccc(NC(=O)C(C#N)=C2CCCCCCC2)cc1 the results were KDM5B inh -14%.
For CCCCCn1nc(C(=O)Nc2cccc(Br)c2)c2ccccc2c1=O the results were KDM5B inh -11%.
Screening COC1CCCN(C(=O)c2cc(COc3c(F)cccc3F)on2)C1 (stereo not drawn) returned KDM5B inh -3%.
For Cc1cc(NCc2ccccn2)n2nc(C(F)(F)F)c(-c3ccc(Cl)cc3)c2n1 the results were KDM5B inh 3%.
For CCc1noc(CN(CC)C(=O)Cn2nc(C)n(Cc3ccccc3)c2=O)n1 the results were KDM5B inh 48%[activator].
For CCN1c2cc(C(=O)NCCc3ccccc3)ccc2C(=O)N2CCCCC21 (stereo not drawn) the results were KDM5B inh inconclusive.
Screening Cc1ccc(NS(=O)(=O)c2ccc(F)cc2F)cc1S(N)(=O)=O returned KDM5B inh 16%.
For CCn1c(CO)nnc1C1CC(NC(=O)Cc2c(C)n[nH]c2C)C1 (stereo not drawn) the results were KDM5B inh -11%.
Screening COc1ccc(C(=O)NC2CCN(C(=O)c3cc4c(=O)[nH]c(C)cn4n3)CC2)cc1 returned KDM5B inh inconclusive.
CCOc1ccc(NC(=O)CSc2ncc(-c3ccc(F)cc3)o2)cc1 was read as KDM5B inh 15%.
OCc1nc2ccccc2n1CC(O)COc1ccccc1F (stereo not drawn) was read as KDM5B inh 12%.
O=C(NC1CCS(=O)(=O)C1)c1cc2cc(F)ccc2[nH]1 (stereo not drawn) was read as KDM5B inh 220%[activator].
`CC(C)COc1ccc(C(=O)N2CCCCC2CCN2CCCCC2)cc1` (stereo not drawn) gave KDM5B inh -14%.
For CC(C)c1cc(C(=O)NCC2CCN(c3cnn(C)c(=O)c3)C2)n(C)n1 (stereo not drawn) the results were KDM5B inh -4%.

By substructure: the entries above with an aryl thioether with sulfur outside any ring.
`CCn1c(SCc2ccc(Cl)cc2Cl)nc2c1c(=O)n(C)c(=O)n2C` gave KDM5B inh 9%.
For CCONC(=O)C(C)Sc1cc(Cl)ccc1Cl (stereo not drawn) the results were KDM5B inh 13%.
O=C(CSc1nccn2nc(-c3cccc4ccccc34)cc12)NCCc1ccccc1 was read as KDM5B inh inconclusive.
Screening COc1cc(/C=N/NC(=O)CSc2ccccn2)ccc1O returned KDM5B inh -11%.
Screening CC(Sc1ncnc2nc[nH]c12)C(=O)NCCc1c[nH]c2ccc(Cl)cc12 (stereo not drawn) returned KDM5B inh 4%.
For Cc1[nH]c(=O)nc(SCC(=O)Nc2ccc(F)cc2Cl)c1C#N the results were KDM5B inh -5%.
Screening COC(=O)c1c(SC)nc2ccccc2c1OCc1ccc(Cl)cc1 returned KDM5B inh -13%.
Screening CSc1nnc2c(n1)OC(c1ccccc1F)N(C(C)=O)c1ccccc1-2 (stereo not drawn) returned KDM5B inh 3%.
CSc1nc(C=Nc2ccccc2Cl)c(O)n1Cc1cccc(Cl)c1 was read as KDM5B inh 14%.
CCOc1ccc(NC(=O)CSc2ncc(-c3ccc(F)cc3)o2)cc1 was read as KDM5B inh 15%.

Bioassay records: PubChem, National Center for Advancing Translational Sciences (NCATS)
